GPR55 LPI antagonism = inhibition of LPI-stimulated GPR55 beta-arrestin translocation – imaging, U2OS, beta-arrestin-GFP, LPI agonist, primary screen (AID 2013). U2OS GPR55 beta-arrestin-GFP translocation imaging, LPI antagonism; higher % means a stronger effect. one-dose inhibition, % at 10 µM; IC50 in µM for titrated hits. hit rate 0.13% among 290,000;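 active = spots per cell inhibited over 60%, with over 100 cells counted and total cytoplasm intensity under 500,000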;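 note: U2OS cells stably carrying GPR55 and arrestin-GFP stimulated by 5 µM LPI near EC80; imaged beta-arrestin-GFP aggregate spots per cell after agonist stimulation; plate controls were LPI-stimulated DMSO wells for no effect and DMSO wells without LPI for full effect; some results filed as inactive read as strong as hits; confirmed hits need IC50 under 10 µM and bright autofluorescent wells are also inconclusive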
Myeloid diff 2 = promotes myeloid progenitor differentiation | ER-HoxA9 myeloid progenitors, lysozyme-GFP differentiation, flow cytometry | calls only at 10 µM | hit rate 1% among 360,000 | AID 624256;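 active = normalized GFP-positive differentiation at or above the plate's own cutoff, the solvent-only control mean plus 3 SD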;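 note: cells exposed to compound for four days before flow analysis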
GPR55 activation = GPR55 agonists via beta-arrestin recruitment, primary screen, imaging, U2OS cells, beta-arrestin-GFP redistribution (AID 1961); activation, % at 10 µM; hits with a dose series show EC50 in µM; U2OS GPR55 beta-arrestin-GFP redistribution imaging; higher % means a stronger effect; hit rate 0.048% among 290,000;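 active = activation above 40% with more than 50 cells counted in the well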;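 note: U2OS osteosarcoma cells stably expressing GPR55 and beta-arrestin-GFP; plate controls were DMSO negative control for no effect and LPI positive control for full effect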
NOD1 inhibition = NOD1 signaling inhibitors, primary screen, cell-based, luminescence, uHTS (AID 1578); NOD1-driven NF-kB luciferase reporter cells, luminescence; higher % means a stronger effect; one-dose inhibition, % at 4 µM; EC50 in µM for titrated hits; hit rate 1% among 290,000; in the data active = inhibition mostly above about 36%, no sharp cut-off; inactive = mostly below about 34%;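 note: HEK-293T reporter cells stimulated with the NOD1 agonist gamma-tri-DAP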
T cell modulator = T cell immune modulators affecting CD8 T cell-vesicle binding; 2C CD8+ T cell-vesicle binding, flow cytometry; active compounds read low; calls only at 7 µM; hit rate 0.068% among 330,000; AID 2052;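 active = response, share of CD8 T cells binding vesicles, and their 90th percentile fluorescence all below set limits, cut at about 80% in these data, passing the limit was not always enough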
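Read-out – percent CD8+ FL2 mean versus row control · System – murine 2C transgenic CD8+ T lymphocytes · Times – 1.5 h cell–vesicle binding at 37 °C, then 20 min icy labelling · Control set – naked vesicles low, QL9 vesicles with vehicle high · Detection – cytometric PE anti-B7-1 and Alexa647 anti-CD8 signals after 1% paraformaldehyde fixation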
NTR1 ag = NTR1-driven beta-arrestin-GFP spot formation – imaging, U2OS cells, high content, primary screen (AID 493036) | P30989 | activation, % at 20 µM | agonist mode | hit rate 0.17% among 330,000;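 active = activation at or above 40% of the spot to cytoplasm intensity ratio, with at least 20 cells analyzed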;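 note: 0% = DMSO without peptide and 100% = 100 nM NTR1 peptide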
Target sequence (P30989 whole entry, looked up): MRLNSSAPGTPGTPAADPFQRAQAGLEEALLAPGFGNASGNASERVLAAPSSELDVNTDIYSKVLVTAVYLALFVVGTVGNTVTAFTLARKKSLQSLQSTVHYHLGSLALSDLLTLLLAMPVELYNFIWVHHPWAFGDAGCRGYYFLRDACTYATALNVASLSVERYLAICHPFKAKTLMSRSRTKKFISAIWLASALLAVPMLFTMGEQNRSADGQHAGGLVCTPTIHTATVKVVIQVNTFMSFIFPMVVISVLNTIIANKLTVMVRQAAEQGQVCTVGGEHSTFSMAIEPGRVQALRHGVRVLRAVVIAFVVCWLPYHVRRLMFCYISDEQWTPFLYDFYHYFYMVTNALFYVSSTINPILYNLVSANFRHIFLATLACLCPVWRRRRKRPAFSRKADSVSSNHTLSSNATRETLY
KOR beta-arrestin-1 = kappa opioid receptor blockers – cell-based, luminescence, uHTS (AID 1778). KOR beta-arrestin recruitment, luminescence, antagonist mode; higher % means a stronger effect. inhibition, % at 10 µM; hits with a dose series show IC50 in µM. hit rate 0.091% among 290,000; note: strong numbers were not always called active
HEK293 NOD2/NF-kB = NOD2 signaling inhibitors, cell-based, luminescence, uHTS, HEK293 (AID 1566) | HEK293 NOD2/NF-kB luciferase reporter, luminescence; higher % means a stronger effect | one-dose inhibition, % at 4 µM; EC50 in µM for titrated hits | hit rate 0.63% among 290,000; note: many of its hits are not listed in these tables
KOR beta-arrestin-2 = KOR agonists, beta-arrestin recruitment, primary screen, cell-based, luminescence, uHTS (AID 1777) | KOR beta-arrestin recruitment, luminescence; higher % means a stronger effect | activation, % at 10 µM, or EC50 in µM where a hit was titrated | hit rate 0.02% among 280,000; in the data active = activation above about 50%, passing the limit was not always enough; note: a part of the inactive calls stands beside numbers as strong as those of hits
T cell modulator vesicle-bound % = second read-out of T cell modulator, no call of its own (marks repeat the call); double positive events, %; measured here: CD8+ vesicle-bound cell fraction;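 binding gate set so that unloaded-vesicle control wells show 10% double positive cells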
NTR1 ag cell count 20 µM = second read-out of NTR1 ag, no call of its own (marks repeat the call); cell count; measured here: cell count, cytotoxicity flag
Myeloid diff 2 GFP+ MAC1+ % = also measured in Myeloid diff 2; calls as there; GFP+ MAC1+ double positive, %; measured here: differentiation confirmed by MAC1 staining
* hit, by the source's call; i = inactive; . = no result given; & = joins results of further samples; [ ] = remark or other dose. Cut-off read from the data, not from the text of the source, unless noted: active = inhibition above about 50%; inactive = the rest.

Each structure is followed by: GPR55 LPI antagonism	Myeloid diff 2	Myeloid diff 2 GFP+ MAC1+ %	GPR55 activation	NOD1 inhibition	T cell modulator	T cell modulator vesicle-bound %	NTR1 ag	NTR1 ag cell count 20 µM	KOR beta-arrestin-1	HEK293 NOD2/NF-kB	KOR beta-arrestin-2
O=[N+]([O-])c1ccc2cn[nH]c2c1
  -6%	i	5.1	-0.1%	-21%	i	22	-0.3	42	-23%	8%	-2.5%
COC(=O)c1c(NC(=O)CN2CCN(c3ccccc3)CC2)c2c(C)cccc2n1C
  9%	i	1.3	-0.2%	-6%	i	61	2.0	58	27%	6%	-4.3%
Cc1cccc(C(=O)Nc2ccc(NC(=O)c3ccccc3)cc2)c1
  8%	i	0.0	-0.2%	-29%	i	48	-1.1	64	-7%[20 µM]	14%	-0.1%
CCn1c(SCc2nc3cc(OC)c(OC)cc3c(=O)[nH]2)nc2ccccc21
  -3%	i	0.3	-0.1%	-18%	i	20	-1.0	69	-12%[20 µM]	35%	-6.9%
OC(CNCC1COc2ccccc2O1)COc1ccccc1F (stereo unspecified)
  5%	i	0.2	-0.2%	-23%	i	28	-0.1	48	-26%	6%	3.9%
CN(CC(=O)Nc1ccccc1[N+](=O)[O-])Cc1ccc(Br)cc1
  1%	i	0.4	0.1%	-11%	i	22	3.2	58	-17%	-22%	-0.3%
Cc1ccc(-c2noc(CN3CCC(C(N)=O)CC3)n2)cc1
  -9%	i	1.6	0.1%	-16%	i	46	0.7	74	-35%	-12%	-4.9%
COc1ccccc1-n1c(-c2ccc(NS(C)(=O)=O)cc2)n[nH]c1=S
  1%	i	0.8	-0.1%	-10%	i	25	0.4	47	-29%	10%	3.2%
COc1ccc(/C=C/C(=O)c2ccc[nH]2)c(OC)c1OC
  1%	i	0.8	-0.4%	-21%	i	34	-1.8	86	2%	19%	0.3%
CCCC[C@@H]1CNC(=S)N1CCCc1cc(OC)c(OC)c(OC)c1
  6%	i	2.4	0.7%	2%	.	.	0.7	69	1%	16%	0.5%
CCOC(=O)N1CCN(C(=O)C2CCN(C(=O)c3cc4sccc4n3CC)CC2)CC1
  12%	i	2.0	-0.1%	-10%	i	16	1.1	98	5%	9%	-3.4%
CCOC(=O)c1[nH]ncc1CN1CCC(Cc2ccccc2)(C(=O)OCC)CC1
  5%	i	0.3	-0.1%	-2%	i	52	-1.1	64	12%	0%	-3.6%
O=C(NCC(F)(F)F)Nc1ncccn1
  6%	i	0.4	-0.2%	6%	i	26	-2.8	81	5%	-4%	-3.5%
O=C(Nc1ccccc1)Nc1nnc(Cc2ccc([N+](=O)[O-])cc2)s1
  -7%	i	0.2	0.7%	11%	i	48	15	60	-36%	-32%	-0.6%
COc1ccccc1-n1cnnc1SCc1csc(-c2ccccc2)n1
  2%	i	0.5	-0.1%	7%	i	50	2.0	39	-30%	6%	-2.8%
COc1ccc(NC(=O)c2ccc(OC(F)F)cc2)cc1Cl
  0%	i	0.0	-0.2%	-62%	i	9	1.2	60	-2%	-64%	-2.0%
COC(=O)c1ccc(COC(=O)CNC(=O)c2ccco2)cc1
  0%	i	1.4	0.5%	2%	i	50	17	63	-31%	16%	.
COC(=O)CN1C(=O)[C@H]2[C@@H](c3ccc(C)o3)N3C(=O)CN(Cc4ccccn4)C(=O)[C@@]3(C)[C@H]2C1=O
  -4%	i	4.3	-0.2%	1%	i	23	0.2	54	-37%[20 µM]	8%	3.0%
Cc1cc(NC(=O)C2CCCN2C(=O)Nc2c(C)cccc2C)ccc1-n1cnnn1 (stereo unspecified)
  2%	i	0.8	0.8%	-7%	i	23	0.5	47	-14%	18%	-2.3%
COc1ccccc1-c1cc(C(=O)N2CCCC2)no1
  2%	i	3.2	-0.3%	-21%	i	42	-0.5	71	0%	-68%	-2.0%
CCOC(=O)N1CCN(C(=O)CSc2ccc(Cl)cc2)CC1
  9%	i	0.3	0.1%	-33%	i	29	-0.4	54	-11%	2%	-6.4%
COc1ccc(NC2=C(c3ccc(OC)cc3)C(=O)c3ccccc32)cc1
  1%	i	0.8	-0.2%	-25%	i	52	0.1	53	16%	-2%	70%
Cc1ccsc1-c1nc(CN2C[C@@H](C)O[C@@H](C)C2)c(C)o1
  1%	i	0.6	-0.2%	-24%	i	4	1.0	27	14%	1%	.
O=C(Cc1ccc(Br)cc1)N1CCN(c2ccccc2O)CC1
  -15%	i	0.7	0.0%	-17%	i	50	3.0	83	-9%	-4%	-4.0%
COc1ccc2nc(C)cc(SCC(=O)O)c2c1
  -8%&2%	i	7.2&0.8	-0.2%&0.0%	-31%&-25%	i	11&18	1.1&5.4	54&83	-21%&10%	10%&5%	1.4%&-1.6%
Oc1ccccc1/C=N/c1c(-c2ccco2)nc2ccccn12
  3%	i	0.6	-0.2%	-40%	i	54	4.1	72	-24%	7%	2.6%
COc1ccc(CNC(=O)c2cccc(-c3ccc(C)c4ccccc34)n2)cc1
  66%	i	1.5	-0.3%	18%	.	.	1.7	86	-3%	1%	-1.2%
Cn1c(=O)n(C)c2cc(NC(=O)CSc3nc4ccccc4c(=O)[nH]3)ccc21
  2%	i	0.3	-0.1%	14%	i	22	1.9	54	0%	12%	-1.1%
COc1ccc(C(CNC(=O)c2ccc(NS(=O)(=O)c3ccc(F)cc3)cc2)N2CCOCC2)cc1 (stereo unspecified)
  6%	i	3.7	-0.1%	-20%	i	24	1.7	67	-13%	8%	7.9%
COC(=O)c1ccccc1NC(=O)COC(=O)CSCC(=O)N1CCOCC1
  -2%	i	2.2	-0.1%	-13%	i	20	-4.4	83	-6%	14%	3.7%
CCOc1ccc(NC(=O)C(C)O)c(NS(=O)(=O)c2ccc(CCNC(C)=O)cc2)c1 (stereo unspecified)
  11%	i	1.2	-0.1%	20%	i	38	2.5	44	-8%	8%	-2.7%
COc1ccc(/C(O)=C2/C(=O)C(=O)N(CCN(C)C)C2c2ccccc2)cc1Cl (stereo unspecified)
  -14%	i	0.3	-0.2%	-19%	i	26	0.7	35	-3%	-4%	-2.9%
O=C(Cc1cccs1)Nc1ccc(-c2nnc(-c3ccco3)o2)cc1
  6%	i	0.4	-0.5%	-28%	i	33	-0.1	64	3%	-34%	0.6%
Cc1cccc(NC(=O)c2oc3ccc(S(=O)(=O)N4CCOCC4)cc3c2C)c1C
  5%	i	0.6	-0.1%	.	i	26	2.1	51	-14%	6%	4.1%
Cc1ccc(-c2c(C#N)c(N)nc3c2CCCCC3)cc1
  16%	i	1.9	0.0%	-4%	i	53	0.5	50	23%	3%	-6.1%
C=CCNC(=O)c1ccc(N(C)S(=O)(=O)c2ccc(OC)cc2)cc1
  2%	i	0.8	-0.1%	-17%	i	42	2.4	85	16%	10%	-5.7%
CCc1ccc(S(=O)(=O)NCCc2csc(C)n2)s1
  10%	i	0.1	0.2%	-17%	i	58	-1.3	71	25%	16%	-4.8%
O=C(COC(=O)c1ccc(Br)c(S(=O)(=O)N2CCOCC2)c1)NCC1CCCO1 (stereo unspecified)
  2%	i	1.0	0.7%	-23%	i	25	2.1	38	-13%	2%	-4.8%
CC(=O)c1ccc(O)c(CSC2=NCCS2)c1
  -16%	i	0.3	-0.1%	-25%	i	33	1.1	54	-10%	5%	-3.4%
O=C(Nc1ccccc1Br)c1cc[n+]([O-])cc1
  7%	i	0.2	0.2%	-36%	i	48	1.5	28	-18%	3%	2.0%
CC(C)(C)NC(=O)C(c1ccccn1)N(C(=O)C1CSC(=O)C1)c1cccc(F)c1 (stereo unspecified)
  -1%	i	0.7	-0.3%	-3%	i	58	2.1	41	-2%	20%	-1.5%
COc1ccc(CC(=O)N/N=C/c2cccnc2)cc1OC
  -2%	i	2.6	0.1%	-7%	i	13	1.1	58	8%	7%	-0.4%
COc1ccc(CCNC(=O)C2CC(=O)N(c3ccc(F)cc3)C2)cc1OC (stereo unspecified)
  18%	i	1.3	-0.1%	-36%	i	45	0.4	76	-12%	2%	0.2%
CCS(=O)(=O)c1ccc(C(=O)Nc2ccccc2OC)c(Cl)c1Cl
  4%	i	0.7	-0.3%	-33%	i	10	0.0	50	7%	22%	-1.9%
CCCN(CCO)Cc1ccc(Cl)c(Cl)c1
  17%	i	5.9	0.0%	-11%	i	46	0.0	87	-6%	-4%	3.3%
O=C(O)CCC(=O)NC(c1ccccc1)c1ccccc1
  -7%	i	0.2	-0.1%	-17%	i	21	3.3	48	-54%[20 µM]	11%	-4.3%
FC(F)(F)c1cccc(NC(=S)N2CCN(c3ccccc3)CC2)c1
  2%	i	0.4	-0.2%	-35%	i	28	-0.5	38	1%	-2%	0.4%
CC(=O)c1cccc(-n2c(CCC(=O)O)ccc2-c2ccc(C)cc2)c1
  -2%	i	0.3	0.7%	-12%	i	64	-1.4	46	-10%	1%	-4.0%
Cc1ccc(NC(=O)CN(C)CC(=O)Nc2ccc(N3CCOCC3)cc2)cc1F
  -8%	i	0.2	-0.1%	12%	i	18	-0.6	51	-31%[20 µM]	-4%	0.2%
CS(=O)(=O)Nc1ccc(S(=O)(=O)N2CCOCC2)cc1
  -3%	i	0.8	-0.1%	8%	i	43	-1.7	53	-7%	9%	3.0%
CCC(C(=O)NCCCN1CCN(C)CC1)n1nc(C)c2sc3ccccc3c2c1=O (stereo unspecified)
  -11%	i	4.3	-0.3%	-28%	i	8	-0.2	61	0%	14%	-4.2%
CCN1C(=NCc2ccc(OC)cc2)N[C@@H](CCc2ccccc2)[C@H](C(=O)NCc2ccc(OC)cc2)[C@H]1C
  18%	.	.	-0.3%	3%	i	21	4.2	92	-2%[20 µM]	-8%	-0.7%
Fc1ccc(-c2nc3c(Cl)cc(C(F)(F)F)cn3c2Cl)cc1
  9%	i	0.7	-0.2%	-22%	i	34	1.9	84	0%	-40%	7.6%

Screening data deposited in PubChem BioAssay by several laboratories.

Only part of the results is shown; count on the stated rates, not on these rows.
